T cruzi growth: inhibitors of T. cruzi proliferation. T. cruzi beta-gal in NIH3T3, GalScreen luminescence, 90 h. hit rate 5.9% among 77,000. inhibition, % at 8.34 µM;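 active = mean inhibition above about 93%, with at least 55% of replicates each passing it, limit read from the data, passing the limit was not always enough; inconclusive = only one of those two conditions holds; inactive = neither condition holds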
Pf Dd2 inh: inhibitors of Plasmodium falciparum Dd2 growth; P. falciparum Dd2 growth, SYBR Green, 72 h; active compounds read low; activity change, % at 10 µM; hit rate 2.3% among 94,000; in the data active = activity change below about -80%; inconclusive = no clear call, values can overlap the other calls
GASC1 inh: inhibitors of human demethylase GASC-1 KDM4C. GST-KDM4C 2-372, H3K9me3 peptide, LANCE TR-FRET. inhibition, % at 12.5 µM. hit rate 0.15% among 96,000;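 active = mean replicate inhibition above about 25%, with at least 55% of replicates also reaching it, limit read from the data, passing the limit was not always enough; inconclusive = only one of those two conditions met; inactive = neither condition met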
Target sequence (Q9H3R0 2-372 limits assumed): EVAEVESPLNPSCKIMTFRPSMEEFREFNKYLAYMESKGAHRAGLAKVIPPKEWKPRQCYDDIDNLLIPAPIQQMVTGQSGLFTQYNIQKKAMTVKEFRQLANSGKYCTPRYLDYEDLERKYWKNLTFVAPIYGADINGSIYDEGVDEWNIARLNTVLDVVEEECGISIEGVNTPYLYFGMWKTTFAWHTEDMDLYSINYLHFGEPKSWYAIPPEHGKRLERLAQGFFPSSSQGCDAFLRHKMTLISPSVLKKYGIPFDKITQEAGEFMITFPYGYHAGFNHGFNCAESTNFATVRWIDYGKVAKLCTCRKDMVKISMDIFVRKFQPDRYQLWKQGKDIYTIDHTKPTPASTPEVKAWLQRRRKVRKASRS
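System: N-terminal GST-fused human GASC-1 (KDM4C) fragment, residues 2-372; amount: enzyme final amount 10 nM; incubation: reaction 30 min RT, detection step 1 h RT; medium: HEPES buffer, pH 7.5, plus ascorbate; technique: LANCE TR-FRET, Eu antibody, ULight-streptavidin, EDTA, ex 340 nm, em 618/671 nm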
C diff HTS: C. difficile growth inhibition; Clostridium difficile clinical isolate growth, OD600, 24 h; active compounds read low; hit rate 0.25% among 86,000; growth activity, negative = inhibition, % at 16 µg/mL (by protocol);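 active = mean growth activity at or below -80% and every replicate also at or below -80%; inconclusive = mean at or below -80% but some replicate above -80%; inactive = mean growth activity above -80%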;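 also: 0% = DMSO wells and -100% = levofloxacin 16 µg/mL wells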
Active calls of the source: *; ? = inconclusive; . = not tested or not shown; & = joins results of further samples.

mol	T cruzi growth	Pf Dd2 inh	GASC1 inh	C diff HTS
C[C@@H]1CN([C@H](C)CO)C(=O)CCCn2nncc2CO[C@@H]1CN(C)C(=O)Nc1ccc(-c2cccs2)cc1	-102.3	-15.5	-1.1	.
C[C@H]1CN([C@@H](C)CO)C(=O)c2cc(-c3ccccc3)cnc2O[C@H]1CN(C)C(=O)c1cccnc1	-28.9	30.5	0.1	-0.6
Cc1ccc(S(=O)(=O)N(C)C[C@H]2OCc3cn(nn3)CCCC(=O)N([C@@H](C)CO)C[C@@H]2C)cc1	-1.5&7.1	8.3&5.1	-0.3	1.3
CN(C)C(=O)c1ccc(-c2ccc([C@H]3[C@H](CO)N4C(=O)CN(C(=O)C5CCC5)C[C@@H]34)cc2)cc1	.	2.8	0.1	-4.7
C[C@@H]1CN([C@H](C)CO)C(=O)c2cccc(NS(C)(=O)=O)c2O[C@@H]1CN(C)CC1CCCCC1	40.1	4.5	-0.4	0.8
O=C(C[C@H]1CC[C@@H]2[C@H](COC[C@H](O)CN2CC2CCCCC2)O1)NCc1ccc(F)cc1	75.8	.	0.6	-3.2&-13.9
C[C@H](CO)N1C[C@H](C)[C@H](CN(C)Cc2ccc(Oc3ccccc3)cc2)Oc2c(NC(=O)Nc3ccc(C(F)(F)F)cc3)cccc2C1=O	122.4*	-49.7	-1.3	21.6
C[C@@H]1CCCCO[C@@H](CN(C)C(=O)Nc2ccc3c(c2)OCO3)[C@@H](C)CN([C@H](C)CO)C(=O)c2cc(NS(=O)(=O)c3ccccc3)ccc2O1	67.5	13.7	0.2	-2.8
C[C@@H]1CCCCO[C@@H](CN(C)S(=O)(=O)c2cccs2)[C@@H](C)CN([C@H](C)CO)C(=O)c2cc(NS(=O)(=O)c3ccc(Cl)cc3)ccc2O1	?	-26.0	-0.4	4.1
CC(=O)N1CCCCN2[C@@H](CO)[C@H](c3ccc(-c4ccc(C)cc4)cc3)[C@@H]2C1	120.1*	-8.6	-0.7	-2.6
CCC(=O)Nc1ccc2c(c1)OC[C@H](C)N(Cc1ccccn1)C[C@H](C)[C@@H](OC)CN(C)C2=O	47.5	12.0	0.8	.
O=C(Cc1ccccn1)N1CC2(C1)[C@H](c1ccccc1)[C@H](CO)N2C(=O)c1ccccc1	.	-11.3	1.3	-8.4
COc1ccc(NC(=O)N(C)C[C@@H]2OCCCC[C@H](C)Oc3ccc(NC(=O)Nc4c(C)noc4C)cc3C(=O)N([C@H](C)CO)C[C@@H]2C)cc1	12.6	7.2	-0.1	3.7
O=C(C[C@H]1CC[C@H]2[C@@H](COC[C@H](O)CN2S(=O)(=O)c2ccc(F)cc2)O1)N[C@@H]1CCN(Cc2ccccc2)C1	90.0	-35.6	0.0	4.6
CC(C)CC#Cc1ccc([C@H]2[C@H](CO)N3C(=O)CN(C(=O)c4cnccn4)C[C@@H]23)cc1	.	-2.7	4.0	-4.1
C[C@@H]1CN([C@H](C)CO)C(=O)Cc2cc(NC(=O)CCN3CCOCC3)ccc2O[C@H]1CN(C)Cc1ccc(C(=O)O)cc1	19.4	7.5	1.5	6.7
COc1ccc(NC(=O)N(C)C[C@H]2Oc3ccc(NC(=O)CCCN(C)C)cc3C(=O)N([C@H](C)CO)C[C@@H]2C)cc1	.	9.4	-1.1	0.8
Cc1ccc(S(=O)(=O)N(C)C[C@H]2OCCCC[C@H](C)Oc3ccc(NS(=O)(=O)c4ccccc4)cc3C(=O)N([C@@H](C)CO)C[C@@H]2C)cc1	122.3*	-72.1	-0.4	4.4
Cc1noc(C)c1NC(=O)Nc1ccc2c(c1)CC(=O)N([C@@H](C)CO)C[C@@H](C)[C@@H](CN(C)Cc1ccccc1)O2	11.4	-5.7	-0.1	0.4
CO[C@H]1CN(C)C(=O)c2cc(NC(=O)C3CCC3)ccc2OC[C@H](C)N(Cc2ccccn2)C[C@H]1C	-0.2	-15.2	1.5	-1.8
COc1cccc(-c2ccc([C@@H]3[C@H](CO)N4C(=O)CN(C(=O)C5CCC5)C[C@@H]34)cc2)c1	.	-53.6	-0.5	3.3
C[C@@H]1CN([C@H](C)CO)C(=O)c2cc(C#CCN(C)C)cnc2O[C@@H]1CN(C)Cc1ccncc1	-10.6	28.3	4.2	-0.7
C[C@H](CO)N1C[C@H](C)[C@@H](CN(C)S(=O)(=O)c2ccc(F)cc2)OCCCC[C@H](C)Oc2ccc(NS(=O)(=O)c3ccc(F)cc3)cc2C1=O	98.0*	-40.1	-0.5	-5.0
Cc1noc(C)c1NC(=O)N(C)C[C@@H]1OCCCC[C@H](C)Oc2ccc(NC(=O)Cc3ccccc3)cc2C(=O)N([C@@H](C)CO)C[C@@H]1C	24.6	-36.8	-0.3	1.2
O=C(C[C@@H]1CC[C@@H]2[C@H](COC[C@H](O)CN2C(=O)Nc2ccc(Cl)cc2)O1)N1CCCCC1	25.8	-1.6	-0.3	1.6
C[C@@H]1CN([C@@H](C)CO)S(=O)(=O)c2ccc(-c3ccncc3)cc2O[C@@H]1CN(C)C(=O)CN(C)C	.	30.2	-1.8	-5.5
CO[C@@H]1CN(C)C(=O)c2cc(NC(=O)Nc3ccc(Cl)cc3)ccc2OC[C@H](C)N(C)C[C@H]1C	-61.7	6.6	0.0	0.4
O=C(N[C@@H]1C=C[C@@H](CC(=O)N2CCC(Cc3ccccc3)CC2)O[C@@H]1CO)c1cnccn1	-4.0	-1.1	-0.2	-2.3
C[C@@H]1CCCCO[C@H](CN(C)S(=O)(=O)c2ccc(F)cc2)[C@@H](C)CN([C@H](C)CO)C(=O)c2cc(NS(=O)(=O)c3ccccc3)ccc2O1	4.2	-30.0	-1.8	-7.2
COc1ccc2c3c([nH]c2c1)[C@@H](CO)N(C(C)=O)CC31CCN(S(=O)(=O)c2cccs2)CC1	.	-56.8	0.6	11.8

Just Pf Dd2 inh, C diff HTS and T cruzi growth, for some of the entries so far:
molecule | Pf Dd2 inh | C diff HTS | T cruzi growth
O=C(N[C@@H]1C=C[C@@H](CC(=O)N2CCC(Cc3ccccc3)CC2)O[C@@H]1CO)c1cnccn1 | -1.1 | -2.3 | -4.0
C[C@@H]1CCCCO[C@H](CN(C)S(=O)(=O)c2ccc(F)cc2)[C@@H](C)CN([C@H](C)CO)C(=O)c2cc(NS(=O)(=O)c3ccccc3)ccc2O1 | -30.0 | -7.2 | 4.2

Further records.
mol	T cruzi growth	Pf Dd2 inh	GASC1 inh	C diff HTS
C[C@@H]1CCCCO[C@@H](CN(C)Cc2ccc(C(=O)O)cc2)[C@@H](C)CN([C@H](C)CO)C(=O)c2cc(NC(=O)CCC(F)(F)F)ccc2O1	-64.0	50.5	-0.1	-11.6
COc1ccc(S(=O)(=O)Nc2ccc3c(c2)CC(=O)N([C@@H](C)CO)C[C@@H](C)[C@H](CN(C)S(=O)(=O)c2cccs2)O3)cc1	5.9	-27.3	0.0	-11.4
O=C(C[C@H]1CC[C@@H]2[C@H](COC[C@H](O)CN2Cc2ccc(F)cc2)O1)NCc1ccccc1Cl	-7.5	-10.9	0.2	3.1
C[C@@H]1CN([C@@H](C)CO)C(=O)c2cc(C#C[C@@H](C)O)cnc2O[C@H]1CN(C)C(=O)c1ccc(F)cc1	.	-3.4	1.1	3.0
CC=Cc1ccc2n(c1=O)C[C@@H]1[C@@H](CO)[C@H](C(=O)NCCc3ccncc3)N(Cc3cncnc3)[C@H]21 (mixture of isomers)	-37.1	-1.8	-0.5	-2.5
C/C=C/c1ccc([C@@H]2[C@@H](CO)N(Cc3ccccn3)[C@H]2CNC(=O)CC)cc1	-14.7	0.6	0.3	-10.9
CO[C@@H]1CC[C@H]2CCN(C)C(=O)[C@@H](C)N(C)C(=O)c3cccc(C#N)c3OC[C@@H]1O2	-32.2	.	0.9	0.0
O=C(C[C@H]1C[C@@H]2c3cc(NC(=O)c4cccnc4)ccc3O[C@@H]2[C@H](CO)O1)NCc1ccccn1	.	9.7	-0.6	1.3
Cc1noc(C)c1S(=O)(=O)Nc1ccc2c(c1)C(=O)N([C@@H](C)CO)C[C@@H](C)[C@@H](CN(C)Cc1ccc3c(c1)OCO3)O2	-116.6	-19.9	-3.5	4.6
C[C@@H]1CN([C@H](C)CO)C(=O)Cc2cc(NC(=O)Nc3ccccc3)ccc2O[C@@H]1CN(C)Cc1ccc(C(F)(F)F)cc1	86.5	2.2	0.4	5.1
C[C@H]1CN([C@@H](C)CO)C(=O)c2cc(-c3ccc(C(=O)N(C)C)cc3)cnc2O[C@@H]1CN(C)Cc1ccc(C(=O)O)cc1	-18.3	14.7	2.3	-1.1
O=C(C[C@H]1CC[C@H]2[C@@H](COC[C@@H](O)CN2C(=O)c2ccccn2)O1)NC1CCC1	.	-13.2	1.8	5.6&-5.9
O=C(Nc1cc(F)ccc1F)N[C@@H]1CC[C@@H](CCn2cc(C3CC3)nn2)O[C@@H]1CO	50.0	-55.2	-2.0	.
O=C(Nc1ccc(Cl)cc1)N1[C@@H]2CNC[C@H]1C2c1ccc(/C=C/c2ccccc2)cc1 (some centres not stated)	.	-39.8&-20.2	0.2&-0.7	-97.6*
C/C=C/c1ccc2c(c1)O[C@H](CN(C)C(=O)Nc1ccc(C(F)(F)F)cc1)[C@H](C)CN([C@H](C)CO)S2(=O)=O	99.8*	-0.9	0.0	7.4
C[C@H](NC(=O)C[C@H]1CC[C@@H]2[C@H](COc3ccc(NC(=O)C4CCOCC4)cc3C(=O)N2C)O1)c1ccccc1	20.6	-7.6	-1.5	1.7
CCCNC[C@H]1[C@@H](c2ccc(C3=CCCCC3)cc2)[C@@H](CO)N1C(=O)C1CCC1	.	-83.3*	0.3	6.6
COCC(=O)Nc1ccc2c(c1)C(=O)N(C)[C@H]1CC[C@H](CC(=O)NC3Cc4ccccc4C3)O[C@H]1CO2	21.5	16.4	1.0	3.3
CS(=O)(=O)Nc1ccc2c(c1)[C@H]1C[C@H](CC(=O)N3CCCCC3)O[C@@H](CO)[C@H]1O2	-54.1	-6.5	0.2	0.4
CN(C)C(=O)C[C@@H]1CC[C@H]2[C@@H](COC[C@@H](O)CN2Cc2nccs2)O1	-31.2	7.5	0.6	-1.2&-3.1
N#Cc1cccc(-c2ccc(C3[C@@H]4CN(C(=O)Cc5ccncc5)C[C@H]3N4)cc2)c1 (some centres not stated)	.	-68.0&-56.7	1.5&5.7	0.8&2.1
O=C(Nc1ccc(F)cc1)N[C@@H]1CC[C@@H](CC(=O)N2CCOCC2)O[C@@H]1CO	-40.2	32.7	1.0	.
COc1cccc(-c2ccc3c(c2)O[C@@H](CN(C)C(C)=O)[C@H](C)CN([C@H](C)CO)S3(=O)=O)c1	-5.0	-29.8	-3.4	-0.1
O=C(C[C@@H]1CC[C@@H](NC(=O)c2cccc(F)c2)[C@@H](CO)O1)Nc1nccs1	-56.7	-15.3	0.3	.
O=S(=O)(NCC[C@H]1CC[C@H](NS(=O)(=O)c2cccc(Cl)c2)[C@H](CO)O1)c1cccc(F)c1	25.1	11.9	-1.6	2.8
Cn1cnc(CCNC(=O)C[C@@H]2CC[C@@H]3[C@H](COC[C@@H](O)CN3C(=O)Nc3ccc(F)cc3)O2)c1	16.4	5.8	1.4	.
CCCNC(=O)N1[C@@H]2c3ccc(-c4ccccc4OC)c(=O)n3C[C@H]1[C@H](CO)[C@H]2C(=O)N(C)C	1.5	8.0	0.5	-0.5
CC(C)NC(=O)N(C)C[C@H]1Oc2cc(C3=CCCCC3)ccc2S(=O)(=O)N([C@H](C)CO)C[C@H]1C	49.6	-6.8	-0.7	4.2
C[C@H]1CN([C@@H](C)CO)C(=O)c2cc(NC(=O)NC3CCCCC3)ccc2O[C@@H]1CN(C)C(=O)Nc1ccc(C(F)(F)F)cc1	-74.5	25.3	0.7	-9.3
COCCN(C[C@H]1[C@H](c2ccccc2)[C@@H](CO)N1C(C)=O)C(=O)c1cccnc1	-26.5	-16.8	0.0	7.9
C[C@H](CO)N1C[C@H](C)[C@H](CN(C)Cc2cncnc2)Oc2cc(-c3cccnc3)ccc2S1(=O)=O	12.0	15.2	-1.2	1.1
C[C@@H]1CN([C@H](C)CO)C(=O)CCCn2nncc2CO[C@@H]1CN(C)C(=O)Nc1cccc(C(F)(F)F)c1	-4.3	3.3	0.5	1.1
O=C(C[C@H]1CC[C@H]2[C@@H](COC[C@@H](O)CN2C(=O)c2ccccc2)O1)NCCCN1CCOCC1	17.2	-2.7	-1.9	1.7&0.4
C[C@@H]1CCCCO[C@@H](CN(C)Cc2ccncc2)[C@H](C)CN([C@H](C)CO)C(=O)c2cc(NC(=O)Nc3ccccc3)ccc2O1	32.0	-35.8	-0.1	1.7
CC(C)NC(=O)N[C@@H]1CC[C@H](CCn2cc(-c3ccccc3)nn2)O[C@H]1CO	-5.5	-8.2	-0.4	-0.5
C[C@@H]1CN([C@@H](C)CO)C(=O)c2cc(NC(=O)c3ccncc3)ccc2O[C@@H](C)CCCCO[C@H]1CN(C)C(=O)Nc1ccc(F)cc1	17.0	-14.7	-1.6	3.9

Source: PubChem BioAssay
